From PubChem
PKA-R2B act: activates the human PKA-R2B holoenzyme complex. P22694+P31323. PKA-R2B holoenzyme dissociation, Cy5-IP20 fluorescence polarization; R2B truncated from residue 108, S112A mutant; 0% DMSO only, 100% 113 µM cGMP. activation, % at 11.4 µM. 0.079% of 340,000 active. AID 504700;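 active = activation above a cutoff set at the mean over all compounds plus 3 SD, cut at about 18% in these data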;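 note: higher means more holoenzyme dissociation and a rise in polarization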
Target sequence (P31323 whole entry, looked up, other chains not shown, the tested form may be a part): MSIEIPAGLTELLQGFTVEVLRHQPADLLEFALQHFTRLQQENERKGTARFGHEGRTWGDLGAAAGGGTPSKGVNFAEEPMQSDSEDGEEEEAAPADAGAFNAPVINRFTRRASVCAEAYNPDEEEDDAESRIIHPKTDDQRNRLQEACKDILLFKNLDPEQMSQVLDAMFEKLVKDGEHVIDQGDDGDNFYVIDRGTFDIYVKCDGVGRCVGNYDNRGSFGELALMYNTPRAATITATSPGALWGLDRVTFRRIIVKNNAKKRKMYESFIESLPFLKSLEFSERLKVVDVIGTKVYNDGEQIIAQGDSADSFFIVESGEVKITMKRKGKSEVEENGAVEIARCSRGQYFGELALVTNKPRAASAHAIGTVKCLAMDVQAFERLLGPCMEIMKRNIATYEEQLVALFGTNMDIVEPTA
PfHsp90 yeast 2: growth inhibition of yeast expressing Plasmodium Hsp90 | inhibition, % at 9.4 µM | AID 504621 | S. cerevisiae expressing PfHsp90, BacTiter-Glo ATP, 48 h; yeast lacking PDR1 and PDR3 efflux regulators | 0.32% of 310,000 active;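 active = every replicate shows inhibition above about 80%, whatever the replicate mean, limit read from the data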;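 note: 0% = DMSO neutral controls and 100% = 20 µM radicicol positive controls; yeast relying on Plasmodium falciparum Hsp90 in place of its own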
Tat export inh: inhibitors of E. coli Tat protein transport. inhibition, % at 10 µM. 0.036% of 340,000 active. E. coli MC4100 TorA-mCherry Tat export, fluorescence;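 active = mean replicate inhibition at least 50% and at least half of replicates individually reaching 50%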;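 note: exported cargo escapes ClpAP degradation while cytoplasmic cargo is degraded and loses fluorescence; 0% = median of neutral control wells and 100% = median of NaSCN control wells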
HTR5A inv ctr: inverse agonist of human HTR5A in OPRM1-OPRD1 counter-screen; P47898; HTR5A cell line, luminescence, inverse agonism; inhibition, % at 9.3 µM; 0.083% of 340,000 active; in the data active = inhibition mostly above about 23%, no sharp cut-off; inactive = mostly below about 18%;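 note: 0% = cells with DMSO and 100% = no-cell wells with DMSO; some compounds called inactive have numbers as strong as hits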
Target sequence (P47898 whole entry, looked up): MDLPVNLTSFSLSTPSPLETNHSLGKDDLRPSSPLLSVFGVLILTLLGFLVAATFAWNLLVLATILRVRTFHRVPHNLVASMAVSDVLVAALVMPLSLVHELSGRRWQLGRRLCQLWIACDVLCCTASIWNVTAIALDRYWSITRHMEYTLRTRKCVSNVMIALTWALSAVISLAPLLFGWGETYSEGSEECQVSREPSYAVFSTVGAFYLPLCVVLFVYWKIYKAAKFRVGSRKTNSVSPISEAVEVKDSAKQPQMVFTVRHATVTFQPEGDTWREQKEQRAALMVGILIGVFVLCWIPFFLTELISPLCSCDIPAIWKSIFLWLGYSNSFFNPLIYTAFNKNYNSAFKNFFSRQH
PKA-R1A activ: activates the PKA-R1A holoenzyme complex | P00514+P68181 | PKA-R1A dissociation, Cy5-IP20 fluorescence polarization; scaled: DMSO 0%, 113 µM cGMP 100% | activation, % at 11.4 µM | 0.083% of 340,000 active | AID 504707;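 active = percent activation above the mean of all tested compounds plus 3 SD, cut at about 19% in these data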;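 note: higher means more PKAc released from R1A so a rise in polarization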
Ecoli viability: bacterial growth inhibition, counter-screen for AddAB inhibitors. E. coli V3065 growth, OD600 absorbance, 18 h. inhibition, % at 11.9 µM. 0.27% of 330,000 active. AID 449728;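 active = inhibition above the campaign's mean inhibition across all tested compounds plus 3 SD, cut at about 9.9% in these data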;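 note: uninfected addAB+ strain grown without phage in ampicillin broth; 0% = DMSO wells and 100% = ciprofloxacin 0.95 µg/ml wells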
AddAB inh: less growth of phage-infected E. coli with AddAB; E. coli expressing H. pylori AddAB, absorbance growth; AID 435030; 0.29% of 330,000 active; inhibition, % at 11.9 µM; in the data active = inhibition above about 12%;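 note: 0% = vehicle wells of infected cells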
OPRM1-OPRD1 ag: agonists of human mu-delta opioid receptor heterodimerization; 0.3% of 340,000 active; activation, % at 9.3 µM; AID 504326; cells, OPRM1-OPRD1 heterodimerization, luminescence; in the data active = activation above about 18%;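 note: 0% = vehicle-treated cells and 100% = reference agonist; values of inactives mirror those of a sister screen read the other way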
OPRM1-OPRD1 inv: inverse agonist of human OPRM1-OPRD1 heterodimerization | P35372+P41143 | cell-based MOR-DOR heterodimer luminescence, inverse agonism | inhibition, % at 9.3 µM | 0.21% of 340,000 active | AID 504357; in the data active = inhibition above about 22%, passing the limit was not always enough;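 note: 0% = cells with DMSO and 100% = wells without cells with DMSO; values of inactives mirror those of a sister screen read the other way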
phage Ecoli inh: E. coli growth loss with phage present. growth absorbance. inhibition, % at 11.9 µM. 0.26% of 360,000 active; in the data active = inhibition above about 11%
SUMO Mot1 rescue: blocks SUMOylation pathway, rescuing yeast Mot1-301 growth; S. cerevisiae Mot1-301 growth rescue, ATP luminescence, 38.5C; percent above DMSO median, 100 means doubled; growth rescue, % at 18.8 µM; 1% of 320,000 active;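 active = every valid replicate shows activation above 250% relative to neutral control wells; inactive = the rest, any valid replicate at or below 250%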;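 note: OY570 slx delta 5 strain wells were the positive control but not used for scaling; some compounds called inactive have numbers as strong as hits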
* marks the source's active call; other numbers are inactive results; . = not tested or not shown.

SMILES | PKA-R2B act | PfHsp90 yeast 2 | Tat export inh | HTR5A inv ctr | PKA-R1A activ | Ecoli viability | AddAB inh | OPRM1-OPRD1 ag | OPRM1-OPRD1 inv | phage Ecoli inh | SUMO Mot1 rescue
O=C(c1ccccc1)c1c2c(cc3sc4ccccc4[n+]13)-c1cccc3cccc-2c13 | 7.0 | -25.0 | 7.3 | -64.3 | -0.8 | 5.5 | 16.4* | 90.3* | -481.4 | 7.2 | -38.6
COP(=O)(OC)c1nc(-c2cccc3ccccc23)oc1NCCc1ccccc1 | -12.6 | -2.7 | -13.0 | -10.1 | -15.6 | 1.1 | -0.9 | 3.6 | -21.5 | 3.5 | 8.7
CSc1ccc(/C=N/N(C)S(=O)(=O)c2ccc(C)cc2)cc1 | 4.8 | 13.8 | -2.8 | -2.6 | -16.7 | -1.4 | 0.5 | 0.9 | -4.7 | 3.0 | -11.2
CCOC(=O)c1ccc2c(c1)n(CC)c(/C=C/N(C)c1ccccc1)[n+]2CC | 8.3 | -10.2 | 8.9 | -10.3 | -4.4 | -0.9 | 1.7 | 0.0 | -0.2 | 1.4 | 0.5
O=C(Nc1cc(-c2ccccc2)[nH]n1)c1ccc(Cl)cc1 | -13.5 | 4.3 | 4.3 | -8.0 | -1.9 | -0.4 | -1.1 | 2.6 | -13.3 | -1.9 | 20.4
O=C(CSc1nnc(Nc2ccccc2)s1)NC1CCCC1 | 0.3 | 15.0 | -6.3 | -16.0 | -4.8 | 1.1 | 2.3 | -0.4 | 1.6 | 2.1 | 177.5
COC(=O)c1ccccc1NC(=O)c1sc(N)nc1C | -2.1 | -0.5 | -1.8 | 3.2 | 3.8 | 0.8 | 6.2 | -0.5 | 2.2 | 1.6 | 34.4
CCN(CC)CCN1C(=O)C(=O)/C(=C(/O)c2ccncc2)C1c1ccccc1F (centres undefined) | 11.5 | 0.7 | -4.8 | -3.8 | -6.1 | 0.8 | 2.2 | -2.9 | 12.1 | 0.8 | -9.7
Cc1ccc(N2CC(NS(=O)(=O)c3cccs3)CC2=O)cc1 (centres undefined) | -6.8 | 9.9 | -1.3 | 1.7 | 1.5 | 98.1* | 98.3* | -2.5 | 12.2 | 4.3 | 11.7
C/C(=N/Nc1ncc(Br)cn1)c1ccc([N+](=O)[O-])cc1 | -16.3 | 6.7 | 2.9 | -19.1 | -0.9 | 1.7 | 1.5 | -1.5 | 7.3 | 1.8 | 0.4
O=C(NNC(=S)NCCc1ccccc1)c1ccc(Br)s1 | 4.8 | -43.5 | -2.9 | 1.8 | -0.4 | -0.5 | 2.0 | -4.7 | 23.7 | 5.2 | -7.2
COc1ccc(CCNC(=S)N2CCN(S(=O)(=O)c3ccc(C)cc3)CC2)cc1 | -10.8 | -8.0 | -5.1 | -19.6 | -13.6 | -3.2 | -0.7 | 1.0 | -6.7 | 1.2 | 2.4
CC(Sc1nc2ccccc2c(=O)n1CC1CCCO1)C(=O)Nc1ccc(S(N)(=O)=O)cc1 (centres undefined) | -4.7 | 25.0 | -0.5 | 15.1 | -5.8 | -1.9 | -1.7 | -0.3 | 1.9 | 2.1 | 3.4
CCOC(=O)c1c(-c2ccc(OC)cc2)csc1NC(=O)CSc1ccccc1 | -4.7 | 1.6 | -5.8 | -7.1 | -6.3 | 0.8 | 2.4 | -2.5 | 15.0 | -1.6 | 6.3
CCOc1cc(CNCCSc2nnnn2C)cc(Br)c1OCc1ccccc1 | -9.9 | 3.5 | 3.0 | -22.9 | -16.6 | 1.1 | -1.9 | 4.5 | -25.3 | 2.3 | .
O=C(CN1CCN(c2ncccn2)CC1)N1CCCc2c1c(=O)oc1ccc(O)cc21 | -1.5 | 0.4 | 3.0 | -21.6 | -8.3 | -0.2 | 1.4 | -1.9 | 8.1 | 2.7 | 7.8
O=C(O)c1ccccc1-c1ccc(/C=C/c2cc(C(F)(F)F)[nH]c(=O)n2)o1 | -18.3 | -3.1 | -9.2 | -29.8 | -3.0 | . | . | -2.5 | 12.2 | -0.1 | .
O=C(NCc1cccc(Br)c1)C1CC2Cn3c(nc4ccccc43)C2N1c1ccccc1 (centres undefined) | -12.5 | -11.5 | 2.1 | -13.2 | -5.9 | 0.0 | -0.8 | -0.2 | 1.3 | 2.3 | -11.7
CC(C)(C)c1ccc(C(=O)NCCC(=O)N2CCC3(CC2)NCCc2[nH]cnc23)cc1 | -5.8 | -4.7 | -7.8 | -15.2 | 7.1 | 0.6 | -0.5 | -1.0 | 5.0 | 2.0 | -13.1
Clc1ccc(OCCNCCc2ccccc2)cc1 | -7.5 | -1.0 | 6.8 | -4.0 | 1.3 | 2.3 | 3.3 | 5.7 | -29.4 | -0.7 | 6.5

Copied from the list:
CCOC(=O)c1c(-c2ccc(OC)cc2)csc1NC(=O)CSc1ccccc1 in Tat export inh = -5.8
CC(C)(C)c1ccc(C(=O)NCCC(=O)N2CCC3(CC2)NCCc2[nH]cnc23)cc1 in OPRM1-OPRD1 ag = -1.0
Clc1ccc(OCCNCCc2ccccc2)cc1 in Ecoli viability = 2.3

(cont.)
SMILES | PKA-R2B act | PfHsp90 yeast 2 | Tat export inh | HTR5A inv ctr | PKA-R1A activ | Ecoli viability | AddAB inh | OPRM1-OPRD1 ag | OPRM1-OPRD1 inv | phage Ecoli inh | SUMO Mot1 rescue
Cc1cccc(/C(N)=N/OC(=O)C23CC4CC(CC(C4)C2)C3)c1 | -8.3 | -18.7 | -9.4 | -28.2 | -8.4 | -2.0 | 0.0 | -1.7 | 8.2 | 2.4 | 0.9
CCOc1ccc2oc(C(=O)N3CCN(c4ccccc4OCC)CC3)c(C)c2c1 | -16.9 | . | 11.6 | 2.0 | 0.4 | -1.4 | -0.2 | -1.8 | 11.2 | -2.2 | -5.7
O=C(CSc1nc2ccccc2c(=O)n1NC(=O)c1ccccc1)c1ccc(Cl)cc1 | 2.5 | -6.7 | -0.5 | 0.7 | 0.9 | 2.7 | 5.1 | -1.1 | 5.4 | 0.6 | 15.6
Cn1cc2cccc([N+](=O)[O-])c2n1 | 0.4 | 10.8 | -0.7 | 5.6 | -1.9 | 0.4 | 1.9 | -1.5 | 7.2 | 4.2 | 5.7
Cc1nc(SCC(=O)NC2CCS(=O)(=O)C2)c2c3c(sc2n1)CCC3 (centres undefined) | 8.3 | . | 5.9 | 3.7 | -5.2 | -0.2 | -1.2 | -1.2 | 6.2 | 1.3 | -11.1
CCCNC(=O)c1noc2c1CCc1cc(OC)ccc1-2 | -10.3 | -7.4 | 2.1 | 3.2 | -32.2 | 1.5 | 3.3 | -2.7 | 14.4 | 1.9 | -7.3
COc1cnc(-c2ccccn2)[nH]c1=O | -12.1 | -13.1 | -2.1 | -3.0 | -2.8 | 1.6 | 3.1 | 0.1 | -0.6 | 4.5 | 9.5
CCCC(=O)Nc1nnc(C2CCCO2)s1 (centres undefined) | -5.5 | . | 2.8 | 6.1 | 1.0 | 2.5 | 2.2 | -1.6 | 7.7 | 0.0 | -5.6
O=C1C2C3C=CC(C3)C2C(=O)N1Cc1ccc(CN2C(=O)C3C4C=CC(C4)C3C2=O)cc1 (centres undefined) | -6.2 | 17.3 | 7.5 | 0.0 | -4.6 | -2.1 | 1.3 | -1.9 | 10.4 | 2.6 | 2.0
Cc1ccc(O)c(Nc2ncnc3ccc([N+](=O)[O-])cc23)c1 | -8.8 | -5.6 | -0.9 | 2.9 | -2.3 | 3.5 | 5.0 | 0.6 | -3.0 | 1.0 | 5.7
CCN(CC)S(=O)(=O)c1ccc(-c2ccc(S(=O)(=O)N(CC)CC)cc2)cc1 | 6.5 | 59.1 | -2.9 | -7.9 | 5.0 | 0.7 | 3.4 | -0.7 | 3.6 | 2.2 | 14.3
O=C(NCC(c1ccco1)N1CCN(c2ccccc2F)CC1)C(=O)NC1CCCCC1 (centres undefined) | -13.0 | 4.9 | 3.2 | -16.6 | -5.2 | 1.3 | -0.3 | -1.1 | 7.0 | 1.6 | 5.0
Nc1ccc(S(=O)(=O)Nc2nccs2)cc1N=Nc1ccccc1[N+](=O)[O-] | -11.8 | -5.9 | -3.5 | -3.6 | -4.1 | . | . | 2.6 | -13.4 | 3.7 | .
CC(C)(C)NC(=O)C(c1ccccn1)N(C(=O)C1CSC(=O)C1)c1cccc(F)c1 (centres undefined) | -11.8 | 3.3 | 24.1 | -8.8 | -13.7 | 2.4 | 2.0 | 1.6 | -8.0 | 3.2 | .
Cc1nc2ccccc2c(=O)n1/N=C/c1ccc(C(C)C)cc1 | 14.9 | -3.6 | -4.1 | -2.7 | 2.1 | -0.9 | 0.4 | 2.9 | -13.6 | 2.5 | -7.4
COc1ccc(NC(=O)c2cc3ccccc3o2)cc1 | -10.2 | -0.6 | -7.5 | -19.1 | -26.6 | 1.6 | 1.6 | 1.5 | -7.8 | 3.0 | -11.2
COc1ccccc1/C=C(\NC(=O)c1ccc(OC)c(OC)c1)C(=O)Nc1ccc([N+](=O)[O-])cc1 | -1.1 | -11.0 | -10.1 | 7.8 | 8.5 | 0.8 | -0.2 | -2.5 | 12.9 | 2.6 | 18.2
COc1cc(C(CCN2CCOCC2)c2c(OC)cc(OC)c3c(C)cc(=O)oc23)cc(OC)c1OC (centres undefined) | -3.0 | 8.8 | 2.7 | -17.1 | -6.1 | 1.4 | -0.8 | -4.0 | 18.4 | 0.3 | -6.2
Cc1ccc(C(=O)CSc2nc(N)cc(=O)[nH]2)cc1 | 1.5 | . | 13.3 | -12.6 | -0.6 | 1.3 | 2.5 | -2.6 | 13.7 | 2.3 | -13.9
Cc1ccc(CNC(=O)CSc2nnc3c(n2)[nH]c2ccc(F)cc23)cc1 | 12.8 | 11.9 | -12.1 | 1.0 | 7.2 | -2.6 | 1.4 | -2.1 | 11.2 | -0.3 | 7.9
Cc1cccc(OCCCC(=O)Nc2nccs2)c1C | -4.6 | 22.7 | -8.2 | -11.3 | 7.8 | 3.0 | 0.7 | -0.3 | 1.5 | 0.4 | 17.2
O=C(COC(=O)/C=C/c1cccc(C(F)(F)F)c1)NC(=O)NC1CCCC1 | -8.3 | -9.7 | 14.3 | -4.2 | -10.0 | . | . | 3.0 | -20.1 | 0.1 | .
CC1Cc2ccccc2N1c1nc(C2CC2)nc2c1nnn2Cc1ccccc1 (centres undefined) | -5.0 | 0.9 | 1.4 | -5.8 | 7.4 | 0.2 | 1.6 | -0.1 | 0.3 | -0.6 | 6.2
NCCSc1c(-c2ccc(F)cc2)[nH]c2ccccc12 | 4.3 | -8.4 | 5.5 | 2.3 | 2.8 | 1.4 | 3.0 | -0.6 | 3.0 | 3.1 | 0.6
CCCCCn1cnnc1SCC(=O)c1ccc2c(c1)OCO2 | -2.5 | 12.3 | -1.5 | -3.4 | -7.8 | -1.3 | 1.4 | -3.5 | 14.4 | 2.0 | -1.5
